# TDP1 cell CPT = qHTS for Inhibitors of human tyrosyl-DNA phosphodiesterase 1 (TDP1): qHTS in cells in presence of CPT; hit rate 12% among 420,000; AID 686979, 2013; Potency, µM (titrated, usually from 46.2 µM), for inactives: at the highest dose activity change, negative = growth inhibition, most hits filed as inhibitors; chicken DT40 Tdp1-/-;hTDP1 cells + 20 nM CPT, ATP luminescence, 48 h; note: nearly all actives have a fitted effect of over 55% in size
#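 Cell growth measured by CellTiter-Glo luminescence after a minimum 48 h, 37 C compound exposure with 20 nM CPT in Tdp1-knockout DT40 cells stably expressing hTDP1, seeded 400/well; qHTS titration format.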
# KAT2A inh = qHTS Assay for Inhibitors of GCN5L2. Histone acetyltransferase KAT2A (Homo sapiens), Q92830. GCN5L2 HAT assay, ThioGlo1 CoA-SH fluorescence. Potency, µM (highest dose often 58.9 µM), for inactives: at the top dose activity change, negative = inhibition, most hits filed as inhibitors. hit rate 0.21% among 390,000
# Target sequence (Q92830 whole entry, looked up): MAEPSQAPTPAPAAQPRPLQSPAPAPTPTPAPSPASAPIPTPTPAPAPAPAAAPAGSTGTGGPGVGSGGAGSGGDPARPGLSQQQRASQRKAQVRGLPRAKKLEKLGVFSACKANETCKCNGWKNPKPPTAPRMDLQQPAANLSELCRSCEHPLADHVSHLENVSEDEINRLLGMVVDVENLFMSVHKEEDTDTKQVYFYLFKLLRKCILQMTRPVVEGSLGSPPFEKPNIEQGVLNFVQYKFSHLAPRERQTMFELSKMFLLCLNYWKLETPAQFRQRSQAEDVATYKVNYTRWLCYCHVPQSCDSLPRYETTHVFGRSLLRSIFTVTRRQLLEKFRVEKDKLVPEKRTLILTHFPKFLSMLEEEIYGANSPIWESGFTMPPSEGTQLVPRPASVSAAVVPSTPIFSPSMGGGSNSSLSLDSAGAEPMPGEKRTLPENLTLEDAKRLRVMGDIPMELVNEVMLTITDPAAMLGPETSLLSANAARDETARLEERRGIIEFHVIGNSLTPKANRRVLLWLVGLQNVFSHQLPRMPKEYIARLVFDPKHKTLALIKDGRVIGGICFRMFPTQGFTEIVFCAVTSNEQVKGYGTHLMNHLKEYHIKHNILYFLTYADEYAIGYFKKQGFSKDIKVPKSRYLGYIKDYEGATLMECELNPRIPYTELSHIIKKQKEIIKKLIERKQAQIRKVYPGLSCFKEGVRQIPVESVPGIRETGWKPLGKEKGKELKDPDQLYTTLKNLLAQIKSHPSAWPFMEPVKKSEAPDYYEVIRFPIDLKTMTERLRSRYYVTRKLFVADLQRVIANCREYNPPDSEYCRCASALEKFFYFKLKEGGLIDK
#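 Free CoA generated was detected with ThioGlo1 (50uM) fluorescence at Ex340nm/Em540nm, read immediately and after 20 min at room temperature. Enzyme, 20 nM in HEPES pH 7.5 buffer, saw compounds 15 min before adding 75uM H3(1-25) peptide and 70uM acetyl-CoA.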
# TDP1 cell noCPT = qHTS for Inhibitors of human tyrosyl-DNA phosphodiesterase 1 (TDP1): qHTS in cells in absence of CPT. Potency, µM (doses to about 46.2 µM), inactives show top-dose activity change, negative = growth inhibition, most hits filed as inhibitors. DT40 Tdp1-/- hTDP1 cells, no CPT, ATP luminescence, 48 h. hit rate 15% among 420,000; note: nearly all actives have a fitted effect of over 55% in size
#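 Stably hTDP1-transfected Tdp1-null chicken DT40 cells were treated with library compounds minus camptothecin and grown for at least 48 hr at 37 °C, after which cellular ATP was quantified by luminescence.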
# * marks the source's active call; other numbers are inactive results; ? = inconclusive; nt = not tested or not shown; & = joins results of further samples; ! = not active in a repeat. Calls come from the whole dose curve; as a rule, active = well fitted curve in the direction sought with a large enough effect; inconclusive = small, poorly fitted or top-dose-only effect, or another doubt; inactive = no such curve, though single readings can be large; an effect the other way counts as inactive or inconclusive. % is set by controls: 0 for no effect and ±100 for the full control effect; potency is the fitted concentration of half-maximal effect.
# Under each structure: TDP1 cell CPT, KAT2A inh, TDP1 cell noCPT
> COc1ccc(NS(=O)(=O)c2ccc(N3CCCC3)c(NC(=S)Nc3cccc(C)c3C)c2)cc1
  12µM*, -9%, 9.2µM*
> O=C(Nc1ccc(F)cc1)N1CCN(c2ncccn2)CC1
  1%, -8%, ?
> COc1cc(OC)c(NC(=O)CN(C)S(=O)(=O)c2ccc3[nH]c(=O)oc3c2)cc1Cl
  1%, 3%, 10%
> Cc1ccc(S(=O)(=O)Nc2ccc3[nH]c(=O)[nH]c3c2)c(C)c1
  11%, 2%, -20%
> COc1ccccc1N(CCC#N)C(=O)CSc1nnc2ccccn12
  10%, 1%, 1%
> O=C(c1cccc(F)c1)N1CCC2(CC1)CCN(c1ccncc1)CC2
  7.3µM*, -10%, 18µM*
> O=S(=O)(NCc1ccccc1Cl)c1cnc[nH]1
  -5%, 2%, 0%
> CCOc1cc(C(c2c(C)[nH][nH]c2=O)c2c(C)[nH][nH]c2=O)ccc1OCc1ccc([N+](=O)[O-])cc1
  ?, -8%, ?
> Cc1cc2ccccc2n1CCNC(=O)C1CC1
  15µM*, 3%, -21%
> O=C(NC1CCCCC1)C1CCN(S(=O)(=O)c2cccc3nsnc23)CC1
  -5%, -15%, -9%
> Cc1cc(C(F)(F)F)c2c(=O)[nH]c(=O)n(Cc3ccccc3)c2n1
  ?, -1%, -16%
> O=C(c1cc(-c2cccs2)on1)N1CCOCC1
  -12%, -4%, 3%
> Cc1onc(-c2ccccc2)c1C(=O)Nc1nnc(COc2ccc(Cl)cc2)s1
  5.8µM*, ?, 8.2µM*
> COC(=O)C1=C(CN2CCSCC2)NC(=O)NC1c1cc(C)ccc1C (centres undefined)
  -25%, -1%, ?
> C=CCn1c(=O)c(CCC(=O)Nc2ccc(N3CCOCC3)cc2)nc2cc(C(F)(F)F)ccc21
  ?, 2%, -30%
> CCc1ccc(C2CC(=O)c3c([nH]c(C(=O)OC4CCCC4)c3C)C2)cc1 (centres undefined)
  ?, -13%, ?
> CCc1ccc(CNC(=O)C2CCCN(c3nn4c(=O)cc(C)nc4s3)C2)cc1 (centres undefined)
  -28%, 1%, -23%
> OCC1OC(n2cnc3c(=S)nc[nH]c32)C(O)C1O (centres undefined)
  10µM*!, 6%&-4%, ?
> Cc1ccccc1C(=O)N1CCCC(CCC(=O)N2CCN(c3ccccn3)CC2)C1 (centres undefined)
  -5%, -6%, ?
> NC(=O)COc1ccc(=O)n(-c2ccccc2)n1
  -15%, -4%, -13%
> COc1ccc(C(=O)NCC(=O)N=Nc2c(O)n(C)c3ccccc23)cc1OC
  -9%, 1%, -2%
> O=C1CCC(c2ccccc2)(C2CCN(Cc3ccccc3)CC2)C(=O)N1 (centres undefined)
  -13%&-20%&4%, -2%&0%&5%, -12%&-26%&-27%
> COc1cccc(C(=O)N2CCN(C(=O)c3ccc(-c4ccccc4)cc3)CC2)c1OC
  ?, -16%, ?
> CCCCN(CCCC)S(=O)(=O)c1ccc2[nH]c(=O)[nH]c2c1
  -28%, -6%, -12%
> COC(=O)C1C(=O)C2=C(CC1C)NC(C)=C(C(=O)OCCOc1ccccc1)C2c1ccc(C)o1 (centres undefined)
  23µM*, -8%, 16µM*
> O=C(NCC(=O)N(c1cccnc1)C(C(=O)NCc1ccco1)c1ccccc1)c1ccco1 (centres undefined)
  2%, -4%, 5%
> CCCCOC(=O)Nc1nc2ccc([N+](=O)[O-])cc2s1
  23%, -2%, -27%
> CCOC(=O)CC1(C)OCC(C[N+]2(C)CCCCC2)O1 (centres undefined)
  5%, -17%, 0%
> Cc1cc(C)c(C(=O)CSc2nnc(N)s2)cc1C
  ?, -7%, ?
> COC(=O)[C@@]1(Cc2ccc(OC)cc2)[C@H]2c3cc(C(=O)N4CCCC4)n(CCO)c3C[C@H]2CN1C(=O)c1ccccc1
  0%, -4%, -5%

# Under each structure: TDP1 cell CPT, KAT2A inh, TDP1 cell noCPT
> COc1ccc(S(=O)(=O)N2CCCCC2)cc1C(=O)N1CCCCCC1
  4%, nt, 2%
> O=C(Nc1ccccc1N1CCCC1)c1cc2ccccc2o1
  ?, -19%, ?
> CCc1ccc(/C=C2\SC(=S)N(CCCC(=O)Nc3ccccc3C(=O)O)C2=O)cc1
  -29%, ?, -2%
> O=C(NCc1cccn1Cc1ccccc1)Nc1ccc(Br)cc1F
  ?, -3%, ?
> Cc1ccc(Cl)cc1-n1c(SCC(=O)NCc2ccccc2)nc2n[nH]c(C)c2c1=N
  ?, -1%, ?
> Cc1ccc(C(=O)Oc2ccc(Br)cc2C(=S)N2CCOCC2)cc1
  -21%, -7%, ?
> CCOc1cc(CNC(C)C)c(Cl)cc1OCC(=O)NCCc1ccccc1
  -23%, -1%, -26%
> O=C1c2oc3ccccc3c(=O)c2C(c2ccc(Br)cc2)N1c1ccccn1 (centres undefined)
  5%, -8%, -2%
> C=CCSC(=C(C#N)C#N)c1cc2c([nH]1)CCCC2
  10µM*, -3%, 12µM*
> CCNS(=O)(=O)c1ccc(NC(=O)Nc2cccc(C(F)(F)F)c2)cc1
  ?, nt, ?
> COc1ccc(-c2cc(=O)oc3c(C)c(OCC(=O)N[C@@H](Cc4ccc(O)cc4)C(=O)O)ccc23)cc1
  -10%, -9%, -3%
> Cc1ccc2nc(C)cc(C(=O)NC3CCCCCC3)c2c1
  -20%, -1%, -6%
> COC(=O)[C@]1(Cc2ccccc2)N[C@H](c2ccc(-c3cc(C(C)=O)cs3)cc2)[C@@H]2C(=O)N(C)C(=O)[C@@H]21
  16µM*, -9%, 23µM*
> COc1ccc(S(=O)(=O)Cc2ccc(C(=O)NCc3cccs3)o2)cc1
  -19%, -3%, -8%
> O=C(OCC(=O)N1CCCCC1)c1cc(S(=O)(=O)N2CCOCC2)c(Cl)cc1Cl
  4%, 1%, 0%
> O=C(NCc1cccc(Br)c1)C1CC(c2cc(C(F)(F)F)cc(C(F)(F)F)c2)=NO1 (centres undefined)
  -33%, nt, -7%
> O=C(C(NS(=O)(=O)c1cccs1)c1ccccc1)N1CCN(c2ccccc2)CC1 (centres undefined)
  ?, 2%, -19%
> Cc1ccc(CN2C(=O)C(C)Oc3ccccc32)cc1 (centres undefined)
  ?, 0%, ?
> CC(=O)NCCc1nc2ccccc2n1CCCCOc1ccccc1
  ?, -1%, 13µM*
> CCOc1ccc(CNC(=O)C2Cc3ccccc3N2C(=O)CC)cc1 (centres undefined)
  -24%, 1%, -26%
> Cc1ccc(S(=O)(=O)N2CCC(=O)N(C(COCc3cccc(C(F)(F)F)c3)C(C)C)CC2)cc1 (centres undefined)
  16µM*, -11%, 21µM*
> Cc1cccc(OC(C)C(=O)Nc2nc(-c3cccnc3)cs2)c1 (centres undefined)
  ?, nt, ?
> CCN(CC)S(=O)(=O)c1cc(OC)ccc1N=Nc1ccc(O)c2ncccc12
  7.3µM*, -15%, ?
> O=C(Cn1cnc2ccccc2c1=O)N1CCc2ccccc2C1
  1%, 0%, 2%
> COc1ccc(OCC(=O)NC2CCCc3ccccc32)cc1 (centres undefined)
  -18%, -4%, ?
> CCCc1nnc(NS(=O)(=O)c2ccc(C)cc2)o1
  2%, nt, -8%
> O=C(N/N=C/c1ccc(F)cc1)c1ccncc1
  14%, -13%, -1%
> Cc1nnc(SCC(=O)NCc2ccco2)[nH]c1=O
  1%, ?, 6%
> COc1ccc(-n2nc(C(=O)Nc3cccc(C)n3)c3c4ccccc4n(C)c3c2=O)cc1
  2%, 1%, 4%
> COc1ccc(S(=O)(=O)N(C)C[C@H]2Oc3ccc(NC(=O)Cn4cnnn4)cc3C(=O)N([C@H](C)CO)C[C@@H]2C)cc1
  13%, -2%, -11%

# 12 of the compounds above, as comma-separated lines:
Structure,TDP1 cell CPT,KAT2A inh,TDP1 cell noCPT
C=CCSC(=C(C#N)C#N)c1cc2c([nH]1)CCCC2,10µM*,-3%,12µM*
CCNS(=O)(=O)c1ccc(NC(=O)Nc2cccc(C(F)(F)F)c2)cc1,?,nt,?
COc1ccc(-c2cc(=O)oc3c(C)c(OCC(=O)N[C@@H](Cc4ccc(O)cc4)C(=O)O)ccc23)cc1,-10%,-9%,-3%
Cc1ccc2nc(C)cc(C(=O)NC3CCCCCC3)c2c1,-20%,-1%,-6%
COC(=O)[C@]1(Cc2ccccc2)N[C@H](c2ccc(-c3cc(C(C)=O)cs3)cc2)[C@@H]2C(=O)N(C)C(=O)[C@@H]21,16µM*,-9%,23µM*
COc1ccc(S(=O)(=O)Cc2ccc(C(=O)NCc3cccs3)o2)cc1,-19%,-3%,-8%
O=C(OCC(=O)N1CCCCC1)c1cc(S(=O)(=O)N2CCOCC2)c(Cl)cc1Cl,4%,1%,0%
O=C(NCc1cccc(Br)c1)C1CC(c2cc(C(F)(F)F)cc(C(F)(F)F)c2)=NO1 (centres undefined),-33%,nt,-7%
O=C(C(NS(=O)(=O)c1cccs1)c1ccccc1)N1CCN(c2ccccc2)CC1 (centres undefined),?,2%,-19%
Cc1ccc(CN2C(=O)C(C)Oc3ccccc32)cc1 (centres undefined),?,0%,?
CC(=O)NCCc1nc2ccccc2n1CCCCOc1ccccc1,?,-1%,13µM*
CCOc1ccc(CNC(=O)C2Cc3ccccc3N2C(=O)CC)cc1 (centres undefined),-24%,1%,-26%

# Going on with the list:
# Under each structure: TDP1 cell CPT, KAT2A inh, TDP1 cell noCPT
> CCC1=C([N+](=O)[O-])C(c2ccc3c(c2)OCO3)NC(=O)N1 (centres undefined)
  5%, 2%, 17%
> CCOc1ccc(CNC(=O)Cn2nc(C)n3nc(-c4ccccc4)cc3c2=O)cc1
  -25%, -7%, -29%
> O=C1C2CCCN2C(=O)N1CCN1CCN(c2cccc(C(F)(F)F)c2)CC1 (centres undefined)
  -4%, nt, 8.2µM*
> Cc1c(O)ccc(C(=O)CN2CCN(Cc3ccccc3)CC2)c1O
  -12%, -4%, -9%
> c1ccc(COc2ccc(OCCn3cncn3)cc2)cc1
  -2%, 0%, -12%
> CCCc1nn(C)c2c(=O)[nH]c(-c3cc(S(=O)(=O)N4CCN(C)CC4)ccc3OCC)nc12
  -8%&-2%&-8%, 0%&19%&-1%, -12%&-7%&-3%
> C=CC[C@H](CC(=O)NCCO)C(=O)N[C@H](COC(=O)[C@@H](CC=C)Cc1ccc(F)cc1)Cc1ccccc1
  ?, -7%, ?
> Cn1c(=O)c2c(ncn2CC(=O)OCC(=O)c2ccc(OC(F)F)cc2OC(F)F)n(C)c1=O
  -26%, nt, -20%
> Cc1ccc(C(=O)N2N=C(CC(C)C)CC2(O)C(F)(F)F)o1 (centres undefined)
  2%, -1%, 7%
> Cc1cccc(/N=C/c2c(O)c3ccccc3oc2=O)n1
  -7%, -10%, -29%
> CCOC(=O)C1CCCN(S(=O)(=O)NC[C@H]2O[C@@H](n3cnc4c(N)ncnc43)[C@H](O)[C@@H]2O)C1 (some centres undefined)
  ?, 1%, -4%
> CC(n1cnnn1)C12CC3CC(CC(C3)C1)C2 (centres undefined)
  -3%, 1%, -30%
> O=C(c1cc(Cl)nc2ccccc12)N1CCN(S(=O)(=O)c2cccc(F)c2)CC1
  -29%, -4%, -26%
> N#CC1(NC(=O)COc2cccnc2[N+](=O)[O-])CCCCC1
  -3%, -4%, -16%
> CC(C)CCN(Cc1ccco1)S(=O)(=O)c1ccc(-c2ccc(=O)[nH]n2)s1
  ?, -4%, -6%
> CCOc1ccc(NC(=O)CN(C)C(=O)c2ccc3c(c2)S(=O)(=O)N=C2CCCCCN23)cc1OCC
  13%, nt, 1%
> O=C(NC(=O)c1ccccc1O)c1ccc2c(c1)CCO2
  -25%, -9%, 21µM*
> CCc1c(O)nc(SCC(=O)Nc2nc3ccccc3s2)n(C2CCCCC2)c1=O
  -21%, -24%, ?
> COc1ccc(NC(=O)COC(=O)c2ccccc2SCC(=O)N2CCCC2)cc1
  ?, -3%, ?
> Cc1ccc(S(=O)(=O)Nc2ccccc2C(=O)N2CCCCCC2)cc1
  -4%, -3%, -18%
> Cc1csc(NC(=O)CCCC(=O)O)c1-c1nc2ccccc2s1
  -12%, -1%, ?
> Cc1cccc(OCc2nnc(SCC(=O)N3CCCC3)o2)c1
  4%, 1%, -4%
> COc1cccc(NC(=O)CN(C)C(=O)CCNC(=O)c2ccc(Br)cc2)c1
  ?, 1%, -12%
> CCOc1ccccc1C(=O)N[C@H](C(=O)Nc1cc(S(=O)(=O)N(C)C)ccc1OC)C(C)C
  -25%, -2%, ?
> C[C@@](N)(C(=O)O)c1ccc(C(=O)O)cc1
  -1%&14%&26%, -15%&0%, -23%&1%&-3%
> COc1cccc(-c2cnc3c(NC=O)cc(-c4ccc(O)c(OC)c4)cn23)c1
  -89%, nt, 2.3µM*

# Source: PubChem

# A portion of the library (hit frequency here may not be typical).
